High-throughput results: PubChem BioAssay, National Center for Advancing Translational Sciences (NCATS)
Vif-A3F inh: Vif-A3F binding inhibition; 0.2% of 390,000 active; AID 602313; Potency, µM (titrated, usually from 46.1 µM), for the others: at the top dose activity, negative = active; HeLa A3F-eYFP + Vif (tagged APOBEC3F with the HIV-1 protein that degrades it), YFP fluorescence increase; also: potency is read from the fitted curve at half-maximal effect; % of control where 0% means no effect; nearly all actives have a fitted effect of over 65% in size
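HeLa cells stably expressing Vif plus C-terminally eYFP-tagged A3F were seeded, incubated overnight at 37 deg C, dosed with compound, incubated overnight again at 37 deg C. Yellow fluorescence (Ex 488/Em 500-530) reported blocked Vif-mediated A3F-eYFP degradation.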
RGS4 inh: blocks human RGS4-accelerated GTP hydrolysis; Potency, µM (doses to about 114 µM), for the others: top-dose activity change, negative = inhibition, usual class: inhibitors; 0.039% of 390,000 active; P49798; Transcreener GDP fluorescence polarization, RGS4-accelerated GTP hydrolysis; also: potency is read from the fitted curve at half-maximal effect; % is scaled to controls: 0 for no effect and ±100 for the full control effect; nearly all actives have a fitted effect of over 75% in size; some results filed as inactive show a strong effect at the top dose
Target sequence (P49798 whole entry, looked up): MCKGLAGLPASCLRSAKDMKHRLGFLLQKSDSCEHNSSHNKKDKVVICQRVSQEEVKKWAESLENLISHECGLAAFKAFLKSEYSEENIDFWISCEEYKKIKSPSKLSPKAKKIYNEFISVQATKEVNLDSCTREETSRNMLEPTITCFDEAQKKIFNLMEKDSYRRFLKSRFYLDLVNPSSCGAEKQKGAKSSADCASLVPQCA
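MLSMR compounds (23 nl, pin-transferred) preincubated 10 min at room temperature with a 500nM (2x) first reagent, then RGS4 at 900nM (2x) plus Transcreener GDP mix added; fluorescence polarization (620/688 nm) read before and after 90 min at 30 °C.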
12-LOX inh: ALOX12 (human) lipoxygenase inhibition; 1.1% of 580,000 active; P18054; AID 1671190; Potency, µM (highest dose often 108 µM), for the others: at the top dose activity change, negative = inhibition, usual class: inhibitors; purified 12hLO, xylenol orange hydroperoxide absorbance; also: potency is read from the fitted curve at half-maximal effect; % is scaled to controls: 0 for no effect and ±100 for the full control effect
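Purified human 12hLO at 150 nM in 25 mM Hepes, 0.01% Triton X-100, pH 7.0, preincubated 15 min at room temperature with compound. Reaction started with 40 uM arachidonic acid, 30 min at room temperature. Hydroperoxide measured by Fe-xylenol orange, 573/405 nm absorbance ratio.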
ERG Ets-DNA blk: ERG Ets/DNA interaction inhibition; P11308; 0.028% of 370,000 active; AID 624246; Potency, µM (series often up to 76.9 µM), inactives show top-dose FP activity, negative = inhibition, usual class: inhibitors; fluorescence polarization, His-ERG Ets domain / labelled DNA; active = well fitted inhibition curve with a large enough effect in the polarisation, with a control signal flat; inconclusive = small, poorly fitted or top-dose-only effect, or effect the other way, or a change in a side signal; inactive = no such curve, though single readings can be large or run the other way; the % refers to the polarisation;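 also: polarization taken with two DNA probes labelled with fluorescein and Texas red; potency is read from the fitted curve at half-maximal effect; % of control where 0% means no effect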
Target sequence (P11308 whole entry, looked up, the tested form may be a part): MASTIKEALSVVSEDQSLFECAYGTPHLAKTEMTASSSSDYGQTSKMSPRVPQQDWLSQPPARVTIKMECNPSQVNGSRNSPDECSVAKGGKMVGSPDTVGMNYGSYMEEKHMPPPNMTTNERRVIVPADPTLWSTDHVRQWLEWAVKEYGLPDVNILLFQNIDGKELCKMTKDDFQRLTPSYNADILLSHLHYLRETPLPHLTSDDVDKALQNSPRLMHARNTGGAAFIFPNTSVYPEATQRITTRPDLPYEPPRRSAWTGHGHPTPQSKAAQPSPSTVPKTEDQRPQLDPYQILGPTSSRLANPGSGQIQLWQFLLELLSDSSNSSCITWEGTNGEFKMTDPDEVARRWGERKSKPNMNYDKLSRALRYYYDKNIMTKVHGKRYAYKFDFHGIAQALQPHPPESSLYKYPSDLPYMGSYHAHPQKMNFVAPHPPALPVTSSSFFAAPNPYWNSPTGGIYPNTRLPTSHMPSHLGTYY
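His-tagged ERG Ets domain (1 uM in the protein solution; 300mM KCl, 50mM Tris-HCl, 1mM EDTA, 1mM DTT, pH 7.5) received compound, then a probe mix of 5 nM fluorescein-DNA and 100nM Texas-615-DNA. Fluorescence polarization was read for both dyes.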
Vif-APOBEC3G blk: blocks the Vif interaction with human APOBEC3G. HeLa A3G-eYFP + Vif (tagged APOBEC3G with the HIV-1 protein that degrades it), YFP fluorescence, overnight. Potency, µM (top dose mostly 46.1 µM), for the others: at the highest dose activity, negative = active, actives largely listed as inhibitors. 0.076% of 410,000 active. AID 602310;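 also: potency is read from the fitted curve at half-maximal effect; % is scaled to controls: 0 for no effect and ±100 for the full control effect; nearly all actives have a fitted effect of over 60% in size; hits raise eYFP signal because A3G escapes Vif-driven loss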
Target sequence (Q9HC16 whole entry, looked up): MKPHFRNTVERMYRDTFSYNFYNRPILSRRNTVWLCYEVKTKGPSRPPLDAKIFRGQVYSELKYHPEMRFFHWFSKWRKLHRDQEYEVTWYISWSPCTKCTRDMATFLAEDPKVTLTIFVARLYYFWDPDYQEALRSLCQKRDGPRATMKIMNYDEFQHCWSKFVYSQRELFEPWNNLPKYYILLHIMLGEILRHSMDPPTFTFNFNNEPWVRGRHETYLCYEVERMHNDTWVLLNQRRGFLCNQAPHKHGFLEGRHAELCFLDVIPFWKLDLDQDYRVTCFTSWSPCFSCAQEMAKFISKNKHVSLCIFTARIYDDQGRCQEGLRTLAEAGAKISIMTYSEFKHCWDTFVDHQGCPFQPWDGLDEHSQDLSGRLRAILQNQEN
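HeLa cells stably expressing Vif and C-terminally eYFP-tagged A3G, seeded overnight at 37 deg C, then exposed to compound by pintool overnight at 37 deg C. Rise in yellow fluorescence (Ex 488/Em 500-530, Acumen) marks blocked Vif-driven A3G degradation.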
LDHA inh: inhibitors of human lactate dehydrogenase A. purified LDHA, NADH/diaphorase-resazurin fluorescence; stronger effect = lower value. 0.15% of 480,000 active. P00338. AID 1347041. activity change, % (values are at about 110 or 230 µM); in the data active = activity change below about -30%; inconclusive = mostly about -25% to -30%;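 also: plate controls were DMSO wells for no effect and wells without enzyme for full effect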
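Resorufin fluorescence (ex540/em590), read at 0 and 20 min after diaphorase/resazurin addition, reports the NADH left after a 5 min room-temperature reaction of 2 nM human LDH5 with 0.06 mM NADH and 0.2 mM pyruvate.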
D2 antagonist: antagonizes the human D2 dopamine receptor | P14416 | HEK293 TREx D2 cells, calcium flux, dopamine EC80 | inhibition, % at 10 µM | AID 485344 | 2% of 340,000 active; in the data active = inhibition above about 30%; also: 0% is about no effect
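Tetracycline-induced HEK293 T-REx cells expressing D2 force-coupled to calcium signalling were dye-loaded, exposed to compound for 180 s, then challenged with an EC80 of dopamine; calcium flux was followed kinetically for a further 180 s.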
D2 ag: activates the human D2 dopamine receptor; 0.53% of 340,000 active; activation, % at 2 µM; P14416; HEK293 T-REx D2 cells, calcium flux agonist mode; AID 485358;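 active = activation over 3 SD above normal in the single-dose calcium agonist read, cut at about 30% in these data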; also: 0% is about no effect
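Calcium-flux readout, 1 cycle/sec over 180 s following compound pin transfer, in inducible HEK293 Trex D2 cells (force-coupled); dopamine controls included. Positive calcium responses during this window marked compounds as potential agonists.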
Glioma ERSR ind: induces the endoplasmic reticulum stress response in human glioma cells; Potency, µM, for the others: top-dose activation, actives largely listed as activators; AID 602332; 0.02% of 420,000 active; U87-MG GRP78 promoter luciferase reporter, 16 h; also: potency is read from the fitted curve at half-maximal effect; series mostly up to about 76 µM; % of control where 0% means no effect; nearly all actives have a fitted effect of over 35% in size
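Stably transfected U87-MG glioma cells carrying a GRP78-based luciferase sensor; 16 h compound incubation. Luminescence end-point read 10 min after Bright-Glo addition at room temperature.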
* hit, by the source's call; [ ] = dose if it differs, or a comment. Unless noted, calls follow the shape of the dose curve; as a rule, active = well fitted curve in the direction sought with a large enough effect; inconclusive = small, poorly fitted or top-dose-only effect, or another doubt; inactive = no such curve, though single readings can be large; an effect the other way counts as inactive or inconclusive. These rows are one share of the data (hit frequency here may not be typical).

For O=C(/C=C/c1cccc(Br)c1)OCC(=O)N1CCN(c2ccccc2)CC1 the results were Vif-A3F inh -3.3%, RGS4 inh -15.2%, 12-LOX inh 4.5%, ERG Ets-DNA blk 1.9%, Vif-APOBEC3G blk 4.3%, LDHA inh -5.3, D2 antagonist -11.1, D2 ag -0.4 and Glioma ERSR ind -2.6%.
Screening CC(C)(C)c1ccccc1NC(=O)Nc1nc(C(N)Cc2ccc(F)cc2)cs1 (configuration not stated) returned 12-LOX inh inconclusive, Vif-APOBEC3G blk -12.3%, LDHA inh 0.4 and Glioma ERSR ind -9.6%.
For COc1ccc(C(=O)Nc2cc(OC)nc(OC)n2)cc1 the results were Vif-A3F inh -2.9%, RGS4 inh 18.9%, 12-LOX inh -3.9%, ERG Ets-DNA blk -10.0%, Vif-APOBEC3G blk 3.7%, LDHA inh -5.5, D2 antagonist 4.7, D2 ag 0.0 and Glioma ERSR ind -5.7%.
COc1ccc(NC(=O)COc2ccc(S(=O)(=O)N3CCOCC3)cc2C)cc1OC was read as Vif-A3F inh -11.8%, RGS4 inh 14.9%, 12-LOX inh 0.2%, ERG Ets-DNA blk 2.4%, Vif-APOBEC3G blk 1.0%, LDHA inh -5.0, D2 antagonist 13.8, D2 ag 0.4 and Glioma ERSR ind 4.9%.
COc1ccc(Cn2c(C(=O)O)c(CNCCc3cc(OC)ccc3OC)c3ccc(C)cc32)cc1 was read as Vif-A3F inh 0.1%, RGS4 inh -5.7%, 12-LOX inh -19.2%, ERG Ets-DNA blk -0.5%, Vif-APOBEC3G blk -4.4%, LDHA inh 5.6, D2 ag 0.2 and Glioma ERSR ind -0.6%.
`OCc1cccc(Nc2ncnc3sc4c(c23)CCCCC4)c1` gave Vif-A3F inh 10.4%, RGS4 inh -7.8%, 12-LOX inh -15.2%, ERG Ets-DNA blk -3.7%, Vif-APOBEC3G blk -4.4%, LDHA inh 0.7, D2 antagonist 9.2, D2 ag 0.0 and Glioma ERSR ind 1.1%.
For Cc1nc(Oc2ccc(Cl)cc2)c2oc3ccccc3c2n1 the results were Vif-A3F inh -5.0%, RGS4 inh -22.5%, 12-LOX inh inconclusive, ERG Ets-DNA blk -6.3%, Vif-APOBEC3G blk -0.4%, LDHA inh -8.5, D2 antagonist -11.3, D2 ag -0.2 and Glioma ERSR ind -5.5%.
`Cc1cc(O)ccc1NC1=CC(=O)CC(C)(C)C1` gave Vif-A3F inh -3.4%, RGS4 inh 11.8%, 12-LOX inh -19.0%, ERG Ets-DNA blk 4.3%, Vif-APOBEC3G blk -0.3%, LDHA inh 8.0, D2 antagonist -1.6, D2 ag -0.3 and Glioma ERSR ind -1.5%.
COc1ccc(C(=O)Nc2cc(C)cc(C)c2)cc1S(=O)(=O)N1CCOCC1 was read as Vif-A3F inh 8.7%, RGS4 inh -7.0%[11.4 µM], 12-LOX inh -1.1%, ERG Ets-DNA blk -5.2%, Vif-APOBEC3G blk 2.8%, LDHA inh -0.4, D2 antagonist -9.1, D2 ag -0.6 and Glioma ERSR ind -3.1%.
Screening COCCn1c(=S)[nH]c2cc(C(=O)NCCc3ccc(OC)c(OC)c3)ccc2c1=O returned Vif-A3F inh 3.3%, RGS4 inh 19.2%, 12-LOX inh -2.5%, ERG Ets-DNA blk -2.9%, Vif-APOBEC3G blk 0.4%, LDHA inh 1.5, D2 antagonist 7.2, D2 ag -0.7 and Glioma ERSR ind 0.4%.
For CCCN1C(=O)/C(=c2\sc3nc(=O)c(Cc4ccc(C)cc4)nn3c2=O)c2ccccc21 the results were Vif-A3F inh -37.1%, RGS4 inh inconclusive, 12-LOX inh 50.1µM*, ERG Ets-DNA blk 4.7%, Vif-APOBEC3G blk -0.8%, LDHA inh -0.2 and Glioma ERSR ind -8.7%.
For Cc1nnsc1C(=O)Oc1ccc(C#N)cc1 the results were Vif-A3F inh 0.1%, RGS4 inh -29.4%, 12-LOX inh -26.2%, ERG Ets-DNA blk 1.8%, Vif-APOBEC3G blk 1.0%, LDHA inh -6.8, D2 ag 1.1 and Glioma ERSR ind -1.1%.
Screening CC(C)(C)c1nnc(NS(=O)(=O)c2ccc([N+](=O)[O-])cc2)s1 returned Vif-A3F inh 0.2%, RGS4 inh inconclusive, 12-LOX inh inconclusive, ERG Ets-DNA blk -5.0%, Vif-APOBEC3G blk 0.4%, LDHA inh -0.9 and Glioma ERSR ind -4.0%.
For O=C1Nc2ccc(S(=O)(=O)N3CCCC3C(=O)O)c3cccc1c23 (configuration not stated) the results were Vif-A3F inh -8.6%, RGS4 inh 14.1%, 12-LOX inh inconclusive, ERG Ets-DNA blk -6.8%, Vif-APOBEC3G blk -0.4%, LDHA inh 8.1, D2 antagonist 7.3, D2 ag 1.5 and Glioma ERSR ind -2.3%.
Screening COc1ccc(Br)c(C(=O)OCC(=O)N2CCC(Cc3ccccc3)CC2)c1 returned Vif-A3F inh -14.8%, RGS4 inh -6.2%, 12-LOX inh -12.0%, ERG Ets-DNA blk -6.5%, Vif-APOBEC3G blk 2.6%, LDHA inh -3.3, D2 antagonist 4.0, D2 ag 0.4 and Glioma ERSR ind -2.4%.
`O=C(COC(=O)c1ccc(S(=O)(=O)N2CCCC2)cc1)NCc1ccccc1` gave Vif-A3F inh 0.3%, RGS4 inh 4.3%, 12-LOX inh 137.3%[activator], ERG Ets-DNA blk 1.1%, Vif-APOBEC3G blk -0.9%, LDHA inh -3.8, D2 antagonist -7.0, D2 ag 0.4 and Glioma ERSR ind -3.2%.
For COc1ccc2c(c1)C(=O)N(c1ccccc1OC)C(=O)C2 the results were Vif-A3F inh -26.7%, RGS4 inh 4.2%, 12-LOX inh -2.4%, Vif-APOBEC3G blk -0.4%, LDHA inh 2.4, D2 antagonist 2.1, D2 ag 1.9 and Glioma ERSR ind -2.9%.
`CC1CCCN(S(=O)(=O)c2ccc(S(=O)(=O)N3CCC4(CC3)OCCO4)cc2)C1` (configuration not stated) gave Vif-A3F inh 6.5%, RGS4 inh -27.5%, 12-LOX inh 13.2%, Vif-APOBEC3G blk -0.5%, LDHA inh -2.9, D2 antagonist 39.7*, D2 ag 0.5 and Glioma ERSR ind -2.5%.
`COc1ccccc1/C=C/C=N/n1c(-c2ccc(Cl)cc2Cl)n[nH]c1=S` gave Vif-A3F inh -2.0%, RGS4 inh inconclusive, 12-LOX inh inconclusive, ERG Ets-DNA blk 12.1%, Vif-APOBEC3G blk -27.6%, LDHA inh -7.8, D2 antagonist 4.6, D2 ag 1.3 and Glioma ERSR ind 0.7%.
For CCC(C)[C@H](NC(=O)C1CC(=O)N(c2ccc(OC)cc2)C1)C(=O)N1CCCCC1 (some centres not stated) the results were Vif-A3F inh 0.6%, RGS4 inh -1.4%, 12-LOX inh 29.6%, ERG Ets-DNA blk -0.1%, Vif-APOBEC3G blk -4.7%, LDHA inh 1.2, D2 antagonist 0.9, D2 ag 0.0 and Glioma ERSR ind -6.7%.
For CCOC(=O)C1=CCC2C(=O)N(C3CCCCC3)C(=O)C12 (configuration not stated) the results were 12-LOX inh -11.0%, Vif-APOBEC3G blk -1.1%, LDHA inh -5.6 and Glioma ERSR ind -2.1%.
`COc1cc(N)c2ncccc2c1SC` gave Vif-A3F inh 0.0%, 12-LOX inh -13.8%, Vif-APOBEC3G blk -9.3%, LDHA inh 11.5 and Glioma ERSR ind -2.4%.
For COCCN(CCOC)C(=S)Nc1cc(S(=O)(=O)N(C)C)ccc1C the results were Vif-A3F inh 18.9%, RGS4 inh 15.0%, 12-LOX inh 0.0%, ERG Ets-DNA blk -7.4%, Vif-APOBEC3G blk -4.0%, LDHA inh -7.8, D2 antagonist 11.7, D2 ag 1.5 and Glioma ERSR ind -7.3%.
For CCCC(=O)Nc1cccc(NC(=O)c2ccc3c(c2)OCCO3)c1 the results were Vif-A3F inh -11.6%, RGS4 inh -5.2%, 12-LOX inh 1.3%, ERG Ets-DNA blk -1.3%, Vif-APOBEC3G blk 0.5%, LDHA inh -0.9, D2 antagonist 18.9, D2 ag 0.8 and Glioma ERSR ind 0.3%.
Screening O=C(O)C(Cc1c[nH]c2ccccc12)N1Cc2ccccc2C1=O (configuration not stated) returned Vif-A3F inh 9.5%, RGS4 inh 9.4%, 12-LOX inh 3.9%, ERG Ets-DNA blk 1.3%, Vif-APOBEC3G blk 1.6%, LDHA inh 5.3, D2 antagonist 12.1, D2 ag -2.4 and Glioma ERSR ind 3.4%.
Screening CC12CCC(c3c(C(=O)N4CCOCC4)nn(-c4ccccc4)c31)C2(C)C (configuration not stated) returned Vif-A3F inh -5.5%, RGS4 inh -12.1%, 12-LOX inh -15.7%, ERG Ets-DNA blk 4.0%, Vif-APOBEC3G blk 3.3%, LDHA inh -3.1, D2 antagonist 16.9, D2 ag -0.5 and Glioma ERSR ind -4.3%.
`CCCS(=O)(=O)NC(=O)C1(C)CCN(C(=O)Cc2ccc3ccccc3c2)C1` (configuration not stated) gave 12-LOX inh -26.7%, Vif-APOBEC3G blk -2.2%, LDHA inh -8.4 and Glioma ERSR ind -3.6%.
